High-throughput results from PubChem BioAssay.
FLuc inhib CS: counter-screen for luciferase assay inhibitors: firefly luciferase inhibition. ATPLite firefly luciferase biochemical luminescence, 10 min. inhibition, % at 10 µM. 200,000 compounds, 1.5% hits. P08659;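 active = inhibition above about 50% when tested at 10 µM, limit read from the data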
Target sequence (P08659 whole entry, looked up): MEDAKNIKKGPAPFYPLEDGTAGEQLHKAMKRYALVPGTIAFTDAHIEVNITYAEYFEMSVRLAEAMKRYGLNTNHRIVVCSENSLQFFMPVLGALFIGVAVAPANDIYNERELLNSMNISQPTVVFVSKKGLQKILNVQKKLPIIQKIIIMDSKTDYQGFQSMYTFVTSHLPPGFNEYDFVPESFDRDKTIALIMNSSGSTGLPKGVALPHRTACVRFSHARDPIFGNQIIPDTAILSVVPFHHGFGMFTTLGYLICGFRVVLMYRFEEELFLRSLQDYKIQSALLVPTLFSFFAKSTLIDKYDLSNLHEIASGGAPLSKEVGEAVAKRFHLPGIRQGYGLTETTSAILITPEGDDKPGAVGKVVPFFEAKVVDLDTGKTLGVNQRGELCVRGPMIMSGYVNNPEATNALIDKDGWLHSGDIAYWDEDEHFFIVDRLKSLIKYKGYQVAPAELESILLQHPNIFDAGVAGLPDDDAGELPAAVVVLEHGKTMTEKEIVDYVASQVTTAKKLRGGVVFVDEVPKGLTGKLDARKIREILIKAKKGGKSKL
STAT1 act: STAT1 signaling activation; NIH 3T3 STAT1-luciferase reporter, IFN-gamma, luminescence; 100% = IFN-gamma alone, no compound; activation (% of control), % at 5.5 µM; 200,000 compounds, 2.6% hits;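 active = activation above the screen-wide mean activation plus 3 SD, cut at about 130% in these data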;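 note: raw ratio to IFN-gamma control signal so 100% means no change and 0% no light; values of inactives mirror those of a sister screen read the other way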
FLuc stim CS: firefly luciferase counter-screen for stimulation assays. ATPlite luciferase biochemical, luminescence, 10 min; 0 = ATP-free wells, 1 = DMSO control. 200,000 tested, under 10 active. activation factor at 10 µM;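 active = luciferase activation factor, scaled between plate controls, of at least 2 with compound at 10 µM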
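Material: Luciferase/luciferin reagent mix | Doses: Test compounds dosed from 2 mM stocks in 100% DMSO | Timing: 10 min incubation after luciferase reagent addition, room temperature | Measured by: Luminescence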
G6PDH CS: L. mesenteroides G6PDH inhibition counter-screen; Purified L. mesenteroides G6PDH, diaphorase/resazurin coupled fluorescence, 45 min; AID 1020; inhibition, % at 5 µM; 200,000 compounds, 0.12% hits; in the data active = inhibition above about 50%
NF-kB neuron act: raises NF-kB expression in human neuronal cells; fold change at 12.5 µM; NF-kB reporter expression; stronger effect = higher value; AID 1239; 190,000 compounds, 1.6% hits; in the data active = fold change above about 3.3
APP transl inh: APP translation inhibition. SH-SY5Y APP 5'UTR-luciferase reporter, luminescence. inhibition, % at 2 µM. 190,000 compounds, 0.82% hits;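 active = inhibition above a set limit, derived from the sample mean plus 3 SD, cut at about 45% in these data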; note: values of inactives mirror those of a sister screen read the other way
DTT redox prof: compounds producing H2O2 with reducing agent – biochemical, NIH compound library profiling, artefact control for MLSCN library redox annotation, primary screen; DTT-dependent redox cycling H2O2, phenol red/HRP absorbance; 100% = 100 µM peroxide control, 0% = buffer; activation, % at 10 µM; 200,000 compounds, 0.03% hits;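 active = activation of at least 50% relative to the plate's high and low controls in the primary single-dose screen; inactive = activation below 50%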;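 note: compound incubated with DTT at 0.8 mM final as the reducing agent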
HMGR II inh: E. faecalis class II HMG-CoA reductase inhibition; purified E. faecalis HMGR, NADPH absorbance 340 nm kinetic; inhibition, % at 10 µM; 190,000 compounds, 0.41% hits; AID 1066;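 active = inhibition above a set limit, the median over all tested compounds plus 3 SD, cut at about 9.5% in these data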;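 note: enzyme runs in reverse so mevalonate oxidation gives rising NADPH absorbance; 0% = complete reaction with DMSO and 100% = background rate lacking mevalonate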
Hsp70 activator: transcriptional activators of Hsp70; 200,000 compounds, 0.04% hits; HeLa Hsp70 promoter luciferase reporter, luminescence; scaled: vehicle 0, proteasome-inhibitor control 100%; AID 1203; activation, % at 10 µM;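 active = activation above the mean across all tested compounds plus 3 SD, cutoff set per campaign, cut at about 5.5% in these data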;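 note: 100% = MG132 at 30 µM as the positive control and 0% = DMSO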
APP 5'UTR act: APP 5'UTR luciferase reporter activation | AID 1276 | 190,000 compounds, 1% hits | SH-SY5Y APP 5'UTR luciferase reporter, luminescence; zero percent = DMSO vehicle wells | activation, % at 2 µM;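 active = activation above a set limit, based on mean plus 3 SD of controls, cut at about 140% in these data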; note: values of inactives mirror those of a sister screen read the other way
The depositor's hits bear a star.

`C[C@@H]1NC(=O)[C@H](CC(N)=O)NC(=O)c2cc([N+](=O)[O-])cc(I)c2OCC[C@@H](C(=O)NC(CC(=O)O)C(N)=O)NC1=O` (stereo partly specified) gave FLuc inhib CS -2.1, STAT1 act 94.4, FLuc stim CS 1, G6PDH CS 12.2, NF-kB neuron act 1.17, APP transl inh 4.7, DTT redox prof -0.2, HMGR II inh -8.0, Hsp70 activator -0.4 and APP 5'UTR act -4.7.
Screening COCCOC(=O)c1[nH]c2c(c1C)C(=O)C(C(=O)OC)C(C)C2 (stereo unspecified) returned FLuc inhib CS 54.4*, STAT1 act 117.2, FLuc stim CS 0.5, G6PDH CS 5.9, NF-kB neuron act 2.15, APP transl inh -8.7, DTT redox prof -0.7, HMGR II inh -7.6, Hsp70 activator 1.3 and APP 5'UTR act 8.7.
Screening COc1ccccc1N(CC(=O)N1CCCCC1)S(=O)(=O)c1ccccc1 returned FLuc inhib CS -2.7, STAT1 act 96.1, FLuc stim CS 1, G6PDH CS 3.1, NF-kB neuron act 0.98, APP transl inh -3.9, DTT redox prof 1.5, HMGR II inh -1.9, Hsp70 activator 0.3 and APP 5'UTR act 3.9.
COc1ccc(NC(=O)COC(=O)c2ccc(OCc3c(C)noc3C)cc2)cc1OC was read as FLuc inhib CS -4.5, STAT1 act 100.1, FLuc stim CS 1, G6PDH CS -0.4, NF-kB neuron act 0.94, APP transl inh -6.7, DTT redox prof 1.9, HMGR II inh -0.2, Hsp70 activator -0.4 and APP 5'UTR act 6.7.
Screening O=C(NCc1ccc2c(c1)OCO2)C1CCN(S(=O)(=O)c2ccc(Br)s2)CC1 returned FLuc inhib CS -7.7, STAT1 act 95.1, FLuc stim CS 1.1, G6PDH CS -0.7, NF-kB neuron act 1.02, APP transl inh -13.8, DTT redox prof 0.4, HMGR II inh -2.2, Hsp70 activator -0.5 and APP 5'UTR act 13.8.
Screening Cc1c(NC(=O)C(C)NCC2CCCO2)c(=O)n(-c2ccccc2)n1C (stereo unspecified) returned FLuc inhib CS -0.7, STAT1 act 98.3, FLuc stim CS 1, G6PDH CS 7.8, NF-kB neuron act 1.09, APP transl inh -5.9, DTT redox prof 1.0, HMGR II inh 0.8, Hsp70 activator -0.2 and APP 5'UTR act 5.9.
O=C(COC(=O)CNC(=O)C12CC3CC(CC(C3)C1)C2)NC1CCS(=O)(=O)C1 (stereo unspecified) was read as FLuc inhib CS -7.7, STAT1 act 97.0, FLuc stim CS 1.1, G6PDH CS 2.5, NF-kB neuron act 0.91, DTT redox prof -0.1, HMGR II inh 3.4 and Hsp70 activator -0.1.
Screening CCC(C)NC(=O)c1ccccc1NC(=O)COc1ccc(OC)cc1 (stereo unspecified) returned FLuc inhib CS -3.0, STAT1 act 99.4, FLuc stim CS 1, G6PDH CS -4.7, NF-kB neuron act 1.02, APP transl inh 1.6, DTT redox prof 0.1, HMGR II inh -1.2, Hsp70 activator -0.1 and APP 5'UTR act -1.6.
`C=C(C)Cn1c(-c2ccc(OC)cc2)nc2ccccc21` gave FLuc inhib CS 9.2, STAT1 act 95.6, FLuc stim CS 0.9, G6PDH CS 9.2, NF-kB neuron act 0.86, APP transl inh -3.7, DTT redox prof -0.5, HMGR II inh -6.2, Hsp70 activator 0.0 and APP 5'UTR act 3.7.
`c1ccc2c(c1)CCCC2NC1=NCCC1` (stereo unspecified) gave FLuc inhib CS -8.4, STAT1 act 111.2, FLuc stim CS 1.1, G6PDH CS 1.7, NF-kB neuron act 1.13, APP transl inh 19.3, DTT redox prof -0.6, HMGR II inh -4.3, Hsp70 activator -0.2 and APP 5'UTR act -19.3.
Screening CC(C)OC(=O)/C(C#N)=C/c1ccc(-c2ccc(SC(F)F)cc2)o1 returned FLuc inhib CS -1.7, STAT1 act 102.1, FLuc stim CS 1, G6PDH CS -19.5, NF-kB neuron act 1.13, APP transl inh -5.5, DTT redox prof 0.8, HMGR II inh 4.5, Hsp70 activator -0.2 and APP 5'UTR act 5.5.
Screening O=C(C1CCN(S(=O)(=O)c2cccc3cccnc23)CC1)N1CCN(C2CCCC2)CC1 returned FLuc inhib CS -12.5, STAT1 act 98.6, FLuc stim CS 1.1, G6PDH CS 17.1, NF-kB neuron act 1.01, APP transl inh -5.2, DTT redox prof 0.6, HMGR II inh 0.7, Hsp70 activator 0.4 and APP 5'UTR act 5.2.
`O=C(c1ccc([N+](=O)[O-])cc1)N(Cc1ccccc1)c1ccccn1` gave FLuc inhib CS -4.7, STAT1 act 98.5, FLuc stim CS 1, G6PDH CS 0.0, NF-kB neuron act 1.13, APP transl inh -0.7, DTT redox prof -2.9, HMGR II inh -2.8, Hsp70 activator -0.3 and APP 5'UTR act 0.7.
CCOC(=O)NC1(C(F)(F)F)NC(=O)N(Cc2ccco2)C1=O (stereo unspecified) was read as FLuc inhib CS -4.7, STAT1 act 109.1, FLuc stim CS 1, G6PDH CS 0.8, NF-kB neuron act 1.11, APP transl inh 0.0, DTT redox prof -0.9, HMGR II inh -3.8, Hsp70 activator 0.1 and APP 5'UTR act 0.0.
`CCCN(CCO)Cc1cccc(Br)c1` gave FLuc inhib CS -7.2, STAT1 act 100.3, FLuc stim CS 1.1, G6PDH CS 1.5, NF-kB neuron act 1.09, APP transl inh -26.3, DTT redox prof -0.7, HMGR II inh -3.4, Hsp70 activator -0.4 and APP 5'UTR act 26.3.
`COc1ccc(OC2C(=O)N(Cc3ccc4c(c3)OCO4)C2c2sccc2C)cc1` (stereo unspecified) gave FLuc inhib CS -6.3, STAT1 act 91.4, FLuc stim CS 1.1, G6PDH CS 1.8, NF-kB neuron act 0.5, APP transl inh -8.2, DTT redox prof -4.2, Hsp70 activator -0.1 and APP 5'UTR act 8.2.
`COCCNC(=O)CC(=O)N/N=C/c1cccc(C(=O)OC)c1` gave FLuc inhib CS -2.3, STAT1 act 96.4, FLuc stim CS 1, G6PDH CS 17.6, NF-kB neuron act 1.54, APP transl inh -1.3, DTT redox prof -0.9, HMGR II inh 1.6, Hsp70 activator -0.1 and APP 5'UTR act 1.3.
Cc1ccc(NS(=O)(=O)c2ccc(Cl)c(C(=O)O)c2)cc1S(=O)(=O)N1CCOCC1 was read as FLuc inhib CS -6.6, STAT1 act 102.6, FLuc stim CS 1.1, G6PDH CS -8.4, NF-kB neuron act 1.11, APP transl inh -15.1, DTT redox prof 0.2, HMGR II inh -8.5, Hsp70 activator -0.1 and APP 5'UTR act 15.1.
For COC(=O)NNC(=O)COc1ccc(Cl)cc1 the results were FLuc inhib CS -0.2, STAT1 act 100.6, FLuc stim CS 1, G6PDH CS -4.4, NF-kB neuron act 1.07, APP transl inh -7.9, DTT redox prof 1.5, HMGR II inh -0.9, Hsp70 activator -0.2 and APP 5'UTR act 7.9.
For N=C1c2ccccc2CN1c1ccc(S(=O)(=O)N2CCCCC2)cc1 the results were FLuc inhib CS -5.8, STAT1 act 95.0, FLuc stim CS 1.1, G6PDH CS 7.1, NF-kB neuron act 0.89, APP transl inh 5.2, DTT redox prof -0.5, HMGR II inh -4.0, Hsp70 activator -0.1 and APP 5'UTR act -5.2.
O=C(COc1ncnc2c(Cl)cc(Cl)cc12)Nc1cc([N+](=O)[O-])ccc1Cl was read as FLuc inhib CS -6.7, STAT1 act 99.8, FLuc stim CS 1.1, G6PDH CS 2.0, NF-kB neuron act 0.94, APP transl inh -7.3, DTT redox prof 0.1, HMGR II inh 2.7, Hsp70 activator -0.3 and APP 5'UTR act 7.3.
`COC(=O)c1[nH]nc(C(=O)OC(C)(C)C)c1-c1ccccc1` gave FLuc inhib CS -2.4, STAT1 act 81.2, FLuc stim CS 1, G6PDH CS 1.7, NF-kB neuron act 0.9, APP transl inh 7.8, DTT redox prof -0.1, HMGR II inh 0.7, Hsp70 activator 0.0 and APP 5'UTR act -7.8.
`COc1cccc(C(=O)/C=C/Nc2ccc(S(=O)(=O)Nc3ccc(C(C)=O)cc3)cc2)c1` gave FLuc inhib CS 3.0, STAT1 act 114.5, FLuc stim CS 1, G6PDH CS -24.4, NF-kB neuron act 0.91, APP transl inh -4.8, DTT redox prof -0.2, HMGR II inh -1.5, Hsp70 activator 0.3 and APP 5'UTR act 4.8.
`CC(=O)N(/N=C1\Sc2ccccc2C1=O)c1ccccc1C` gave FLuc inhib CS 4.3, STAT1 act 124.2, FLuc stim CS 1, G6PDH CS 3.6, NF-kB neuron act 5.03*, APP transl inh -130.8, DTT redox prof 381.5*, HMGR II inh 3.5, Hsp70 activator -0.2 and APP 5'UTR act 130.8.
Screening Cc1ccc(-n2c(SCC3CNC(=O)O3)nnc2-c2ccccc2)cc1C (stereo unspecified) returned FLuc inhib CS -4.2, STAT1 act 103.5, FLuc stim CS 1, G6PDH CS 0.7, NF-kB neuron act 1.1, APP transl inh 7.3, DTT redox prof -0.5, HMGR II inh -1.8, Hsp70 activator 0.1 and APP 5'UTR act -7.3.
CCOC(=O)N1CCC(NS(=O)(=O)c2cc3c(cc2Cl)NC(=O)CO3)CC1 was read as FLuc inhib CS -4.0, STAT1 act 100.5, FLuc stim CS 1, G6PDH CS 4.3, NF-kB neuron act 0.65, APP transl inh -0.1, DTT redox prof -0.7, HMGR II inh -2.1, Hsp70 activator -0.5 and APP 5'UTR act 0.1.
For O=C(O)/C=C\C(=O)Nc1ccc(Oc2ccc(Br)cc2)cc1 the results were FLuc inhib CS -0.8, STAT1 act 113.3, FLuc stim CS 1, G6PDH CS 1.0, NF-kB neuron act 1.16, APP transl inh 13.3, DTT redox prof -0.4, HMGR II inh 0.3, Hsp70 activator -0.1 and APP 5'UTR act -13.3.
`CCn1c2ccccc2c2cc(N)ccc21` gave FLuc inhib CS 2.4, STAT1 act 90.8, FLuc stim CS 1, G6PDH CS 21.5, NF-kB neuron act 0.72, APP transl inh -7.0, DTT redox prof 2.6, HMGR II inh 2.0, Hsp70 activator 0.1 and APP 5'UTR act 7.0.
Screening CCOC(=O)C(Cc1cc(C(C)=O)ccc1OC(C)C)C(=O)OCC returned FLuc inhib CS -9.8, STAT1 act 96.1, FLuc stim CS 1.1, G6PDH CS 7.0, NF-kB neuron act 0.98, APP transl inh 2.6, DTT redox prof -0.4, Hsp70 activator -0.3 and APP 5'UTR act -2.6.
`O=C(NCCSCc1ccccc1)c1ccc(Cl)c(S(=O)(=O)N2CCOCC2)c1` gave FLuc inhib CS -6.9, STAT1 act 92.9, FLuc stim CS 1.1, G6PDH CS 6.4, NF-kB neuron act 0.89, APP transl inh 0.3, DTT redox prof -0.6, HMGR II inh -2.1, Hsp70 activator 0.7 and APP 5'UTR act -0.3.
Screening Cc1ccc(-n2c(SCC(=O)NCCN3C(=O)CSC3=O)nnc2-c2ccccc2)cc1C returned FLuc inhib CS -8.0, STAT1 act 100.1, FLuc stim CS 1.1, G6PDH CS -14.1, NF-kB neuron act 1, APP transl inh -5.4, DTT redox prof -0.1, HMGR II inh -5.7, Hsp70 activator -0.1 and APP 5'UTR act 5.4.
`Cc1ccc(C(=O)c2cc([N+](=O)[O-])ccc2N2CCCCC2)cc1C` gave FLuc inhib CS -5.8, STAT1 act 106.6, FLuc stim CS 1.1, G6PDH CS 7.8, NF-kB neuron act 2.06, APP transl inh 94.0*, DTT redox prof 0.8, HMGR II inh -3.6, Hsp70 activator -0.4 and APP 5'UTR act -94.0.
